EphB4 antag – EphB4-ephrin-B2 interaction antagonists, primary screen, biochemical, TNYL-RAW peptide probe, fluorescence polarization. Ephrin type-B receptor 4 (Homo sapiens), P54760. EphB4 LBD / TNYL-RAW-Alexa532 peptide. inhibition, % at 7 µM. 97,000 tested, 0.15% active. AID 720, 2007;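 active = inhibition above the screen-wide mean inhibition plus 3 SD, cut at about 15% in these data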;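 also: 0% = DMSO wells and 100% = excess unlabeled TNYL-RAW peptide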
Target sequence (P54760 whole entry, looked up, the tested form may be a part): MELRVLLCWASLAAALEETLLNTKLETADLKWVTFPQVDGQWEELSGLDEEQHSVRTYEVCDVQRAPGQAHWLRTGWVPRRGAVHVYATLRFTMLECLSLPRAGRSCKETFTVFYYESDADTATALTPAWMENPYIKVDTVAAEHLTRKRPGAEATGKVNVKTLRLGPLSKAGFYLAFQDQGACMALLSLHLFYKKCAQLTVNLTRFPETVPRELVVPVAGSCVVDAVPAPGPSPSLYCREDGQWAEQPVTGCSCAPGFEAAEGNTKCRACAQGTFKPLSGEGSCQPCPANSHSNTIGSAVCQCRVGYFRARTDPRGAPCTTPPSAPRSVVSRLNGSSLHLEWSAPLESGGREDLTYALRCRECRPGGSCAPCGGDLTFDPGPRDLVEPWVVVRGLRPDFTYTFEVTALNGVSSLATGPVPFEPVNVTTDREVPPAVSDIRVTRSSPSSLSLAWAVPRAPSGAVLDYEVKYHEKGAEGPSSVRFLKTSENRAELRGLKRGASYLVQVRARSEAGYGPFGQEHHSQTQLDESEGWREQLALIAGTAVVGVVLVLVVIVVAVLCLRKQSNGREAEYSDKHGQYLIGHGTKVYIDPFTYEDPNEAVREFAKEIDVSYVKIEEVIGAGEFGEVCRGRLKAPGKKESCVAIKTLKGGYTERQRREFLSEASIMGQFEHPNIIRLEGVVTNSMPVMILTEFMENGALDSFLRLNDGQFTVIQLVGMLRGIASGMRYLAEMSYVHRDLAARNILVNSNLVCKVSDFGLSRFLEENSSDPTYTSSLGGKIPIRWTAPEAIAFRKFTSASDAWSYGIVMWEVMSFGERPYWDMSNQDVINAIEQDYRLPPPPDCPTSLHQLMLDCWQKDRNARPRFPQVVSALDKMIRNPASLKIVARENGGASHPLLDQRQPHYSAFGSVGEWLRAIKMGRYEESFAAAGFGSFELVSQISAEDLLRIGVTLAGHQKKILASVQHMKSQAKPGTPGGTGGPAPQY
Pyk2 oligo antag – antagonists of Pyk2 self-association, primary screen, Q293 cells, FERM NanoBiT luminescence, HTS; 99,000 tested, 0.83% active; z-score (the deposit names both 25 µM and 10 µM); Protein-tyrosine kinase 2-beta (Homo sapiens), Q14289; AID 1347419, 2020; stronger effect = lower value;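 active = Z-score of -3 or lower, scaled per plate to the spread of control and sample wells; inactive = z-score above -3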;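 also: negative z-score means lost luminescence so less FERM oligomerization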
Numbers without * were called inactive. The list is partial. The share of hits here may be higher or lower than overall.

SMILES	EphB4 antag	Pyk2 oligo antag
Cc1cc2n(n1)SC(Nc1cc(Cl)ccc1Cl)N2 (stereo unspecified)	-6	0.48
CCc1nnc(NC(=O)CSc2nnc3scc(-c4ccc(C)cc4)n23)s1	0	1.1
c1coc(CNC2CCCCC2)c1	1	2.8
Fc1ccc(CNn2cnnc2SCc2ccc(F)cc2)cc1	-2	-0.36
CCSc1nc2ccccc2n1CCOc1ccccc1	4	-1.2
Cn1c(=O)n(CC(=O)Nc2cccnc2)c2ccccc21	6	0.1
Cc1cc(C)c2c(C)c(C(=O)NCc3ccncc3)oc2c1	1	-0.13
Cc1ccc(OCCCSc2ncccn2)cc1C	-1	-0.49
COC(=O)c1cn(-c2ccccc2)c(C)c1C(=O)OC	1	0.08
COc1ccc(N(C(C)=O)S(=O)(=O)c2cccs2)cc1	13	0.08
Cc1ccc2c(c1)N1C(=O)c3ccccc3C1C1=C(CC(C)(C)CC1=O)N2 (stereo unspecified)	-7	-0.36
CCCCC1=NN(C(=O)c2cocc2C)C(O)(C(F)(F)F)C1 (stereo unspecified)	1	0.62
O=C(CSc1nnc(CNc2ccc(F)cc2)n1CC1CCCO1)Nc1ccccc1 (stereo unspecified)	-3	0.2
CC1C/C(=N/Nc2ccc([N+](=O)[O-])cc2[N+](=O)[O-])CC(C)(C)C1 (stereo unspecified)	5	-0.84
CC(O)CNCc1cccc2ccccc12 (stereo unspecified)	-2	0.04

Complete entries, looked up by structure:
Cc1cc2n(n1)SC(Nc1cc(Cl)ccc1Cl)N2 (stereo unspecified) is listed as EphB4 antag: -6; Pyk2 oligo antag: 0.48
Cc1ccc2c(c1)N1C(=O)c3ccccc3C1C1=C(CC(C)(C)CC1=O)N2 (stereo unspecified) is listed as EphB4 antag: -7; Pyk2 oligo antag: -0.36
Cn1c(=O)n(CC(=O)Nc2cccnc2)c2ccccc21 is listed as EphB4 antag: 6; Pyk2 oligo antag: 0.1

The listing picks up, repeating the 3 entries before the break.
SMILES	EphB4 antag	Pyk2 oligo antag
O=C(CSc1nnc(CNc2ccc(F)cc2)n1CC1CCCO1)Nc1ccccc1 (stereo unspecified)	-3	0.2
CC1C/C(=N/Nc2ccc([N+](=O)[O-])cc2[N+](=O)[O-])CC(C)(C)C1 (stereo unspecified)	5	-0.84
CC(O)CNCc1cccc2ccccc12 (stereo unspecified)	-2	0.04
COc1cccc(CN2CCN(c3cccc(C(F)(F)F)c3)CC2)c1OC	6	-1.4
Cc1cc2c(n1-c1ccc(C(N)=O)cc1)CC(C)(C)CC2=O	-4	-0.6
O=C(NC1CCCCC1)C(c1ccco1)N(C(=O)C(F)(F)F)C1CC1 (stereo unspecified)	2	3.7
O=C(O)C1CC=CCC1C(=O)N1CCc2ccccc21 (stereo unspecified)	-3	-0.26
CCN(CC)c1nc(N(CC)CC)[nH]c(=O)n1	-5	0.12
CC(=O)Nc1cccc2c1C(=O)N(c1cccc(C)c1)C2=O	6	0.76
O=C(Nc1ccccc1)C1CCCCC1	5	-0.45
O=C(Nc1ccc(F)cc1)NC1(C(=O)NCc2ccc3c(c2)OCO3)CCCCC1	-3	-1.4
O=C(c1ccc(COc2ccc3c(c2)CCC3)o1)N1CCN(c2ccccc2)CC1	2	0.63
COc1ccc(-c2nnc(SCC(=O)Nc3sc4c(c3C#N)CCCC4)n2-c2ccccc2)cc1	-4	0.47
CCC(=O)Nc1nc(C)c(C(=O)NC2CCCCC2)s1	-58	1.6
Cc1nnc2sc(-c3ccc(NC(=O)CSc4ccc(Cl)cc4)cc3)nn12	3	-1.1
CCN1CCN(C(=S)c2ccc(OCC(=O)Nc3ccc(OC)cc3)cc2)CC1	-8	2
COc1ccc(CN(C(=O)c2ccco2)c2ccccc2)cc1	-6	-1.5
CCOC(=O)CSc1nnc([C@H](CC(C)C)NC(=O)OC(C)(C)C)o1	1	0.19
O=C(CCN1C(=O)c2ccccc2C1=O)Nc1cccnc1	1	0.38
Cc1ccc(OCC(=O)n2nc(C)cc2C)c(Br)c1	-6	1
CCOC(=O)c1nnn(-c2ccc(OC)cc2)c1N	5	1.2
CCCN(CCC)C(=O)c1ccccc1C(=O)N(CCC)CCC	4	-0.28
CCOC(=O)N1CCN(C(=O)Nc2ccc3nccnc3c2)CC1	5	0.26
COc1cc(OC)cc(C(=O)Nc2c(F)cccc2F)c1	4	0.13
Cc1ccc(NC2=NCC(=O)N2Cc2ccccc2)c(C)c1	-4	-0.82
Oc1ccc(/C=N/Nc2cc(N3CCOCC3)nc(N3CCOCC3)n2)cc1	-6	-0.96
O=C(c1ccco1)N1CCN(c2ccc(Cl)c(Cl)c2)CC1	0	-0.99
CCOC(=O)CN(C(=O)CNC(=O)c1cccs1)C(C(=O)NC1CCCCC1)c1cccnc1 (stereo unspecified)	-8	-0.84
COc1cc(C)c(C(C)C)cc1S(=O)(=O)n1ccnc1	2	0.24
CC(=O)OCc1nc2sc3c(c2c(=O)[nH]1)CCCC3	-5	0.65
CCOCCCNC(=O)c1c[nH]c2ccc(C)cc2c1=O	-7	0.21
O=C(CSc1ncnc2sc3c(c12)CCCC3)c1ccccc1	1	-0.8
CCn1c(SCc2cc(=O)[nH]c3ccccc23)nc2c1c(=O)n(C)c(=O)n2C	10	-0.79
Cc1cc(Cl)c(S(=O)(=O)N2CCN(c3ccccc3)CC2)cc1OCC(N)=O	1	-0.35
CCNCC(=O)N1c2ccccc2CCc2ccc(NC(C)=O)cc21	5	0.06
CCOC(=O)c1c(NC(=O)CSc2nnc(CNc3ccc(Cl)cc3)o2)sc(C)c1C	0	-0.36
COc1ccc(COC(=O)NNC(=O)c2ccc(OC)cc2)cc1	-6	0.35
COc1ccc(-c2nc3c(c(=O)n(C)c(=O)n3C)n2CC2CC(c3ccccc3)=NO2)cc1OC (stereo unspecified)	-2	-0.27
c1cncc(C(c2nnnn2C2CCCCC2)N2CCN3CCCC3C2)c1 (stereo unspecified)	2	-0.07
COc1ccccc1CNC(=O)C(C)NS(=O)(=O)c1ccc(Br)cc1 (stereo unspecified)	-4	1.6
CCC(=O)N1CCN(c2ccc(NC(=O)c3cc4ccccc4o3)cc2)CC1	1	-0.19
CC1=C(CC/C(C)=N/NC(N)=S)C(C)(C)CCC1	2	0.08
CC(=O)c1ccc(N2CCN(C(=O)COc3ccccc3F)CC2)c(F)c1	0	0.88
COc1ccc(NC2=CC(=O)CC(c3ccc(C)cc3)C2)c(OC)c1 (stereo unspecified)	8	-0.52
CC12CC3(C)CC(C)(C1)CC(C(=O)NC1=NCCS1)(C2)C3	1	1.1
CCC1(C)Cc2c(sc3nc4n(c(=O)c23)CCCS4)CO1 (stereo unspecified)	6	-0.14
C1CN(CC23CC4CC(CC(C4)C2)C3)CCO1	9	-0.61
Cc1c(N2C(=O)c3ccc(F)cc3C2=O)c(=O)n(-c2ccccc2)n1C	5	0.78
CC(C)N(C(=O)Cn1c(SCC(=O)Nc2nccs2)nc2ccccc21)C(C)C	4	-0.28
O=C(Cn1cnc2c(nnn2Cc2ccc(F)cc2)c1=O)NCc1ccc2c(c1)OCO2	3	0.12
COc1ccc(/C=N\NS(=O)(=O)c2ccc(C)cc2)cc1COc1ccccc1[N+](=O)[O-]	0	0.14
Cc1nn(-c2ccc(Cl)cc2Cl)c(=O)c2ccccc12	-1	0.72
Brc1ccc(Cn2c(-c3cncs3)nc3ccccc32)cc1	1	-1.2
O=C1C(C=NCCCn2ccnc2)=C(O)c2ccccc21	-9	-0.05
CCOc1ccc(C)cc1S(=O)(=O)Nc1cccnc1	-5	0.13
CCOC(=O)C1=C(C)NC(=O)NC1c1ccc(OC(=O)c2ccco2)cc1 (stereo unspecified)	3	-0.34
CC(C)(C)NC(=O)C(c1ccc(F)cc1)N(Cc1ccco1)C(=O)Cn1nnc(-c2cccs2)n1 (stereo unspecified)	1	-1.1
O=C(Cn1cnc2c(nnn2-c2ccc(F)cc2)c1=O)NCC1CCCO1 (stereo unspecified)	1	-0.2
COc1ccc(C(=O)NCCN2CCOCC2)cc1OC	2	-1.5
CCOC(=O)Nc1ccc2c(c1)N(C(=O)CCN1CCN(CCO)CC1)c1ccccc1S2	6	0.14
O=C(CCCOc1ccc(Cl)cc1Cl)n1nnc2ccccc21	5	0.78
Clc1ccc(-c2nc3n(n2)Cc2ccccc2-3)cc1	-6	-0.57
COC(=O)C(C(=O)OC)C(C(=O)OC)C(C(=O)OC)C(=O)OC	-1	-0.29

Entries from the list above with a nitro group on carbon, in the order listed:
SMILES	EphB4 antag	Pyk2 oligo antag
CC1C/C(=N/Nc2ccc([N+](=O)[O-])cc2[N+](=O)[O-])CC(C)(C)C1 (stereo unspecified)	5	-0.84
COc1ccc(/C=N\NS(=O)(=O)c2ccc(C)cc2)cc1COc1ccccc1[N+](=O)[O-]	0	0.14

Further structures follow.
SMILES	EphB4 antag	Pyk2 oligo antag
CC(C)N(C(=O)CSc1nnc(NC(=O)c2cccs2)s1)C(C)C	4	-0.95
Cc1[nH]c2ccccc2c1C(=O)CSc1ncn[nH]1	7	-0.03
COc1ccc(C2CC(c3cccs3)=Nc3ccccc3S2)cc1 (stereo unspecified)	-3	-0.27
CS(=O)(=O)NCC(c1cccnc1)N1CCN(c2ccc(F)cc2)CC1 (stereo unspecified)	9	1.2
O=C(c1cnn2c(C(F)(F)F)cc(-c3cccs3)nc12)N1CCN(Cc2ccccc2)CC1	-7	-0.33
COc1ccccc1Cn1c(-c2ccco2)nc2nc3ccccc3nc21	-2	0.54
CCO/C=C1\C(=O)N(CC)c2ccccc21	2	-0.67
COc1ccc(/C=N/c2c(-c3ccc(OC)cc3)nc3n2CCS3)cc1	-7	1.1
CCCCC(=O)Nc1ccccc1C(=O)N1CCOCC1	8	-1.4
CN(Cc1ccccc1)C(=O)CN(Cc1ccccc1)S(C)(=O)=O	1	1.1
CC(=O)c1ccc2c(c1)N(C)c1ccccc1S2	4	0.87
COc1cc(NC(=S)NC(=O)c2cc(C)cc(C)c2)ccc1NC(=O)c1cccs1	2	0.62
Cc1ccc(S(=O)(=O)N2CCSC2C(=O)O)cc1 (stereo unspecified)	1	0.44
Cc1ccc(NC(=O)C2CCCN2C(=O)NC2CCCCC2)c(C)c1 (stereo unspecified)	-4	0.58
Cc1nn(Cc2cccc(C(=O)NCC(C)C)c2)c(C)c1Br	-2	0.6
CCCOc1ccc(C(=O)Nc2ccccc2[N+](=O)[O-])cc1	0	-0.33
CN(C)c1ccc(NC(=O)N2CCOCC2)cc1	0	-0.61
CN1CCN(S(=O)(=O)c2cccc([N+](=O)[O-])c2)CC1	1	0.67
Cc1ccccc1NC(=O)C1(C)Cc2ccccc2C(=O)O1 (stereo unspecified)	6	0.93
COc1nn(C(C)C(=O)N2N=C(C(F)F)CC2(O)C(F)F)cc1[N+](=O)[O-] (stereo unspecified)	4	0.18
CCC1(C)N(O)C(C)(C)C(c2ccc(F)cc2)=[N+]1[O-] (stereo unspecified)	2	-0.19
Cc1ccccc1-n1nc(C(=O)c2cccs2)cc(-c2nc3ccccc3[nH]2)c1=N	2	-2.9
CC1CSc2ccccc2NC1=S (stereo unspecified)	-6	-0.91
O=C(OCC#CCSc1nc2ccccc2o1)c1cc2ccccc2o1	-3	1.9
CCNC(=S)Nc1ccc(Oc2ccccc2)cc1	-4	-0.75
CN1CCCC1CCNS(=O)(=O)c1ccc(Br)cc1 (stereo unspecified)	-5	0.19
COc1ccc(S(=O)(=O)NCCSCc2ccco2)cc1C	-6	0.06
CCCn1c(=S)[nH]c2cc(C(=O)N3CCN(c4ccccc4OC)CC3)ccc2c1=O	4	-0.78
CC(NC(=O)CSc1nnc(-c2cc3cc(Cl)ccc3o2)n1C)c1ccccc1 (stereo unspecified)	0	0.42
O=C(NCc1ccccc1)c1c[nH]c2cc3c(cc2c1=O)OCCO3	-2	0.85
O=C(NCc1ccc2c(c1)OCO2)c1cc2ccccc2oc1=O	2	-0.42
Cc1ccc(-n2c(C(C)n3nc(C)c([N+](=O)[O-])c3C)n[nH]c2=S)cc1 (stereo unspecified)	-8	0.21
CC(C)N(C(=O)CSc1nc2ccccc2n1Cc1ccccc1)C(C)C	2	-0.07
CCn1c(SCC(=O)Nc2nc(C)c(C)s2)nc2cccnc21	1	0.2
O=C(c1cccc(COc2cccc3ccccc23)c1)N1CCCC1	4	-1.3
Cn1c(=O)c2c(nc(SCCN3CCCCC3)n2C)n(C)c1=O	0	0.32
Cc1cccc(N2C(=O)CC(N(C(=O)c3ccco3)c3cccc(C)c3)C2=O)c1 (stereo unspecified)	-6	-0.72
CC1CN(Cc2nc3c(c(=O)[nH]c(=O)n3C)n2CCCc2ccccc2)CC(C)O1 (stereo unspecified)	-3	-0.46
COc1cc(S(=O)(=O)N2CCC(c3nc4ccccc4s3)CC2)ccc1S(=O)(=O)N1CC(C)CC(C)C1 (stereo unspecified)	4	0.49
Cc1cc(NC(=O)CC(C)(C)C)nc2c1c(=O)oc1ccccc12	2	-0.19
Cc1cc(C=O)c(C)n1-c1ccc(N2CCOCC2)cc1	2	0.01
O=C(O)CCCN=CC1=C(O)C(C(=O)c2ccccc2)CCC1=O (stereo unspecified)	-9	1
O=C(Cc1cccc2ccccc12)N/N=C/c1ccc(OC(=O)/C=C/c2ccco2)cc1	-6	0.89
CCn1c(NCc2ccco2)nc2c1c(=O)n(C)c(=O)n2C	-6	2.1
CC(C)COC(=O)c1cccc2c1-c1ccccc1/C2=N\O	-1	-2.6
O=C(NC1CCCCC1)C(c1cccs1)N(C(=O)c1ccco1)c1ccc2c(c1)OCCO2 (stereo unspecified)	2	-1.7
COc1ccccc1NC(=O)C1CCCN(c2nc(C)cc(C)n2)C1 (stereo unspecified)	-2	-0.38
CC(c1ccccc1F)n1cc(C(=O)NCCCn2ccnc2)nn1 (stereo unspecified)	7	1.5

Source: PubChem BioAssay (several laboratories)
